# Screening data deposited in PubChem by several laboratories.
# rCAG binder – binders of r(CAG) RNA repeats, primary screen, biochemical, fluorescence. r(CAG) RNA repeat, TO-PRO-1 dye displacement fluorescence. hit rate 1.3% among 370,000. inhibition, % at 3 µM. AID 651821, 2012;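 active = inhibition above the plate cutoff, the mean of all test compounds on that plate plus 3 SD, cut at about 35% in these data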;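 also: 0% = DMSO alone and 100% = 100 µM mitoxantrone as full dye displacement; higher means more dye released from RNA so lower well fluorescence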
# Tn6 DDE FP – inhibitors of Tn6 peptide binding to fibrin DD(E), primary screen, biochemical, fluorescence polarization, human fibrin, Tn6 probe. Fibrinogen beta chain (Homo sapiens), P02675. Fibrin DD(E) TRITC-Tn6 fluorescence polarization displacement. inhibition, % at 8.3 µM. hit rate 0.21% among 370,000;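 active = inhibition above a per-campaign cutoff: mean of compounds within control limits plus 3 SD, cut at about 15% in these data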;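 also: 0% = median of all compound wells on the plate and 100% = blocking peptide control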
# KLK7 zymogen act – proKLK7 zymogen activators, primary screen, biochemical, fluorescence intensity | hit rate 0.9% among 370,000 | purified proKLK7, EDANS-DABCYL substrate fluorescence; 100% is mature enzyme control, 0% vehicle | activation, % at 7 µM | Kallikrein-7 (Homo sapiens), P49862;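 active = activation above the mean of all tested compounds plus 3 SD, computed per campaign excluding outliers beyond control limits, cut at about 13% in these data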
# ADAM10 inh – human ADAM10 inhibitors, primary screen, biochemical, QFRET, HTS; Disintegrin and metalloproteinase domain-containing protein 10 (Homo sapiens), O14672; recombinant ADAM10, EDANS/DABCYL FRET peptide cleavage, 3 h; inhibition, % at 7 µM; hit rate 0.62% among 370,000;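 active = inhibition above a per-campaign cutoff equal to the mean of compounds falling between control-based bounds plus 3 SD, cut at about 20% in these data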;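 also: 0% = DMSO wells while the 100% control is not disclosed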
# NPR1 activator – GC-A stimulated cGMP production enhancers – HEK293 GC-A cells, cGMP TR-FRET, EC30 ANP, primary screen; hit rate 0.14% among 370,000; activation, % at 10 µM; Atrial natriuretic peptide receptor 1 (Homo sapiens), P16066; 0% at EC30 ANP, 100% saturating ANP; in the data active = activation above about 40%
# Target sequence (P16066 whole entry, looked up): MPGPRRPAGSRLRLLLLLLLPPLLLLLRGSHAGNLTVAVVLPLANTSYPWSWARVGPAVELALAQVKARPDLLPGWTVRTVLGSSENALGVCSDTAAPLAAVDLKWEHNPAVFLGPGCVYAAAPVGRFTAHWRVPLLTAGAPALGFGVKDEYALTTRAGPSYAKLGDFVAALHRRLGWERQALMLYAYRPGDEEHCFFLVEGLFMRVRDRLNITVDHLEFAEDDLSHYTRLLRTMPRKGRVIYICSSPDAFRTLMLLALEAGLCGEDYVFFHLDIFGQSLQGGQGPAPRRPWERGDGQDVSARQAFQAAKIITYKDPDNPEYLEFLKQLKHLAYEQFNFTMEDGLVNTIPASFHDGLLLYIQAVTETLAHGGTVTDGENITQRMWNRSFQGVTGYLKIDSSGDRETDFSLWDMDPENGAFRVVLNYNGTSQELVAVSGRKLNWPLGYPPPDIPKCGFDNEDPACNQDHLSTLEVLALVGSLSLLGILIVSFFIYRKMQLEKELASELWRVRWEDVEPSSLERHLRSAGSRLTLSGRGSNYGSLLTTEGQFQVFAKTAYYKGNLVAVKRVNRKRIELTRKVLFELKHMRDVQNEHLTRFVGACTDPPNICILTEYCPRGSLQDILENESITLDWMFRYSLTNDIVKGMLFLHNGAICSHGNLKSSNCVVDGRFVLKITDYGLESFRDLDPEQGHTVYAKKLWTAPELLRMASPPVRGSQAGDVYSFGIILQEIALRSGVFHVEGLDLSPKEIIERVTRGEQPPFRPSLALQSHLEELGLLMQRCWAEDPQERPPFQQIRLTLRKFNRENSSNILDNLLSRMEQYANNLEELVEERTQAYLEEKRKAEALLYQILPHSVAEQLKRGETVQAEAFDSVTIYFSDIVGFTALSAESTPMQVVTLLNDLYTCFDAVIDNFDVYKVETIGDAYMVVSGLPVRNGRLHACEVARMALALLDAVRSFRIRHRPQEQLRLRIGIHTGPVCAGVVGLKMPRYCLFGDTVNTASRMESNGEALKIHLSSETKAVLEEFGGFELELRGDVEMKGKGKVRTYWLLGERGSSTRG
# FXN GAA850 act – FXN promoter activators, primary screen, cell-based, luciferase luminescence, HEK293 lucGAA850 | HEK293 lucGAA850 FXN promoter luciferase reporter, 24 h; percent of 10 µM SAHA response | activation, % at 6 µM | hit rate 0.56% among 360,000 | AID 540364, 2011;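 active = activation above the average of all compounds screened plus 3 SD, cutoff fixed separately per campaign, cut at about 7.5% in these data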;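 also: 0% = DMSO wells and 100% = 10 µM SAHA wells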
# ASAP1 inh – inhibitors of human ASAP1 ArfGAP activity, primary screen, biochemical, fluorescence polarization | AID 624377, 2012 | hit rate 0.19% among 360,000 | ASAP1-stimulated ARF1 GTP hydrolysis, GDP FP detection | inhibition, % at 16.5 µM | Arf-GAP with SH3 domain, ANK repeat and PH domain-containing protein 1 (Homo sapiens), …; in the data active = inhibition above about 25%;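 also: 0% = vehicle with enzyme and substrate and 100% = no enzyme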
# sPLA2-III inh – human group III sPLA2 inhibitors, primary screen, biochemical, QFRET, BODIPY PC-A2 liposome substrate. inhibition, % at 12.2 µM. QFRET BODIPY PC-A2 liposome hydrolysis, fluorescence. Group 3 secretory phospholipase A2 (Homo sapiens), Q9NZ20. AID 743126, 2013. hit rate 0.56% among 370,000;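 active = inhibition above mean plus 3 SD of compounds lying within the high and low control bounds, cut at about 19% in these data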;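 also: 0% = median of test compound wells and 100% = no enzyme DMSO wells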
# GC-B act – human GC-B receptor activators, primary screen, HEK293 GC-B cells, cGMP TR-FRET, EC30 CNP; Atrial natriuretic peptide receptor 2 (Homo sapiens), P20594; 0% at EC30 CNP, 100% saturating CNP; activation, % at 10 µM; hit rate 0.11% among 370,000;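 active = activation at 10 µM reaching about 35% in either raw or pattern-adjusted values, limit read from the data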
# ARFGAP1 inh – inhibitors of rat ARFGAP1 GAP activity, primary screen, biochemical, fluorescence polarization, GDP tracer; ADP-ribosylation factor GTPase-activating protein 1 (Rattus norvegicus), Q62848; Arfgap1-stimulated ARF1 GTP hydrolysis, GDP FP detection; inhibition, % at 16.5 µM; hit rate 0.26% among 360,000; AID 651572, 2012;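 active = inhibition above a per-plate limit, mean inhibition of low control wells plus 3 SD, cut at about 25% in these data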;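 also: 0% = DMSO wells with enzyme and 100% = wells lacking Arfgap1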
#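 material = rat Arfgap1 catalytic domain, aa 1-136 | also added = human ARF1(Δ1-17)-GTP substrate | compound dosing = one concentration, 16.5 µM, DMSO 1.26% | times = GTP hydrolysis reaction 2 h at 25 °C | measured by = FP, GDP Alexa 633 tracer displaced from anti-GDP antibody, 620/688 nm | evaluation = percent inhibition of Arfgap1-stimulated GTP hydrolysis | replication = single well per compound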
# An asterisk follows results filed as active; nt = no result given. An unsorted share of the library; overall some 4.5% were active at least once.
SMILES,rCAG binder,Tn6 DDE FP,KLK7 zymogen act,ADAM10 inh,NPR1 activator,FXN GAA850 act,ASAP1 inh,sPLA2-III inh,GC-B act,ARFGAP1 inh
Cc1nc(SCC(=O)c2ccc(F)cc2)n[nH]1,5.9,2.7,-0.5,11.8,1.2,1.0,3.5,-4.6,2.1,7.3
COc1ccccc1CNC(=O)CCN=C1NS(=O)(=O)c2ccccc21,4.4,9.1,0.5,9.7,-4.1,1.6,-3.5,1.6,-2.4,-7.0
O=S(Cc1cc(Oc2ccccc2)nc(-c2ccccc2)n1)c1ccccc1 (configuration not stated),-1.8,-14.5,0.3,26.0*,-6.1,5.2,7.4,-4.2,-7.2,-4.4
CCOC(=O)n1c(=O)oc2cc(S(=O)(=O)N3CCOCC3)ccc21,1.1,-2.6,0.6,7.2,-0.7,-0.5,-5.0,6.6,4.7,2.8
COc1ccccc1OCC(=O)OCC(=O)Nc1sccc1C(N)=O,5.4,-0.4,-0.8,-11.0,1.8,2.0,6.4,7.1,4.0,-6.1
COc1cc(/C=C2\CCc3c2nc2ccccc2c3C(=O)O)cc(OC)c1OC,22.6,6.6,5.6,-36.1,18.7,5.9,0.9,-0.4,1.1,-12.5
O=S(=O)(c1ccccc1)N1C2CCC1CC(O)(c1cccnc1)C2 (configuration not stated),-3.7,2.9,-0.3,3.6,-3.0,0.8,-5.7,-0.9,4.1,3.3
CCC(C)(C)n1nnnc1C(C(C)C)N(CCN1CCOCC1)Cc1cc2cccc(C)c2[nH]c1=O (configuration not stated),2.7,-3.4,0.4,-46.9,-0.4,-2.5,13.9,3.2,-4.5,5.0
O=C(NCC1CCCCC1)c1ccc2nc([C@@H]3O[C@H](CO)[C@@H](O)[C@H]3O)[nH]c2c1,1.3,1.9,-0.1,-0.1,5.1,-1.4,0.3,1.4,-6.1,9.7
CC(NC(C)c1ccccc1Cl)C(=O)Nc1cccc(S(=O)(=O)N2CCCCC2)c1 (configuration not stated),0.3,11.7,0.8,2.7,-1.2,-1.3,14.2,-12.5,3.4,0.6
CCOC(=O)N/N=C\c1ccc(OC/C=C/c2ccccc2)cc1,-4.2,-8.9,1.0,0.8,5.1,-1.0,8.4,3.2,1.0,16.7
O=C(OCCNC(=O)c1cc2ccccc2oc1=O)c1cccnc1,-2.4,-3.3,0.1,-28.9,1.0,-1.2,12.5,1.5,2.2,4.7

# Laid out differently: 9 of the compounds above.
mol	rCAG binder	Tn6 DDE FP	KLK7 zymogen act	ADAM10 inh	NPR1 activator	FXN GAA850 act	ASAP1 inh	sPLA2-III inh	GC-B act	ARFGAP1 inh
CCOC(=O)n1c(=O)oc2cc(S(=O)(=O)N3CCOCC3)ccc21	1.1	-2.6	0.6	7.2	-0.7	-0.5	-5.0	6.6	4.7	2.8
COc1ccccc1OCC(=O)OCC(=O)Nc1sccc1C(N)=O	5.4	-0.4	-0.8	-11.0	1.8	2.0	6.4	7.1	4.0	-6.1
COc1cc(/C=C2\CCc3c2nc2ccccc2c3C(=O)O)cc(OC)c1OC	22.6	6.6	5.6	-36.1	18.7	5.9	0.9	-0.4	1.1	-12.5
O=S(=O)(c1ccccc1)N1C2CCC1CC(O)(c1cccnc1)C2 (configuration not stated)	-3.7	2.9	-0.3	3.6	-3.0	0.8	-5.7	-0.9	4.1	3.3
CCC(C)(C)n1nnnc1C(C(C)C)N(CCN1CCOCC1)Cc1cc2cccc(C)c2[nH]c1=O (configuration not stated)	2.7	-3.4	0.4	-46.9	-0.4	-2.5	13.9	3.2	-4.5	5.0
O=C(NCC1CCCCC1)c1ccc2nc([C@@H]3O[C@H](CO)[C@@H](O)[C@H]3O)[nH]c2c1	1.3	1.9	-0.1	-0.1	5.1	-1.4	0.3	1.4	-6.1	9.7
CC(NC(C)c1ccccc1Cl)C(=O)Nc1cccc(S(=O)(=O)N2CCCCC2)c1 (configuration not stated)	0.3	11.7	0.8	2.7	-1.2	-1.3	14.2	-12.5	3.4	0.6
CCOC(=O)N/N=C\c1ccc(OC/C=C/c2ccccc2)cc1	-4.2	-8.9	1.0	0.8	5.1	-1.0	8.4	3.2	1.0	16.7
O=C(OCCNC(=O)c1cc2ccccc2oc1=O)c1cccnc1	-2.4	-3.3	0.1	-28.9	1.0	-1.2	12.5	1.5	2.2	4.7

# Looked up above.
# `CCOC(=O)n1c(=O)oc2cc(S(=O)(=O)N3CCOCC3)ccc21` in sPLA2-III inh: 6.6
# `CCOC(=O)N/N=C\c1ccc(OC/C=C/c2ccccc2)cc1` in ADAM10 inh: 0.8

# The results go on:
SMILES,rCAG binder,Tn6 DDE FP,KLK7 zymogen act,ADAM10 inh,NPR1 activator,FXN GAA850 act,ASAP1 inh,sPLA2-III inh,GC-B act,ARFGAP1 inh
CCCCOc1ccc(C(=O)NC2CCCCN(CC)C2=O)cc1 (configuration not stated),-3.2,3.6,0.4,-1.4,4.3,nt,nt,-3.6,0.3,nt
Cc1nc(-c2ccc(F)cc2)c(CC(=O)N(C)CC(=O)Nc2ccccc2Cl)s1,-1.3,-0.8,-0.1,-0.8,1.5,0.2,0.0,-2.2,5.0,3.8
COc1cccc(NC(=O)CN(C)C(=O)c2cn(-c3ccccc3)nc2-c2cccs2)c1,12.4,-2.4,0.8,13.7,1.2,0.4,-8.0,-27.1,4.5,15.5
COc1ccccc1C(=O)NCCC(=O)NNC(=O)Cn1ccc(C(F)(F)F)n1,-1.1,-3.2,0.4,2.5,-0.2,0.3,-6.1,2.8,0.9,2.0
Cc1nc2ccccc2c2c1C(=O)N(C(C)C)C2=O,4.1,-1.4,-2.6,6.1,3.6,-0.9,-1.1,1.0,0.5,3.3
Clc1ccc(Nc2nc(-c3cccs3)cs2)nc1,14.7,-1.1,-0.9,-3.2,5.2,3.5,-15.8,2.2,-4.1,13.2
CCOC(=O)[C@H]1[C@H]2COc3ccc(OC)cc3[C@@H]2N2C(=O)CN(C)C(=O)[C@@]12C,0.8,-1.7,0.9,-45.4,-0.5,-0.4,7.4,12.1,5.5,6.5
CCOC(=O)N1CCN(C(=O)C[C@H]2C[C@@]3(C(=O)OC)C(=C[C@H](C(C)(C)C)O[C@@H]3C)N(CCC3=CCCCC3)C2=O)CC1,5.0,1.0,0.6,10.8,-0.5,nt,9.8,-7.0,-3.8,-11.2
COc1ccc(/C=C(\C#N)C(=O)Nc2cccnc2)cc1,-3.4,-7.1,0.7,-1.5,-3.9,0.3,-4.1,-2.6,-14.0,11.3
O=C(Nc1cccc(Cl)c1)c1cccc(Oc2ccc([N+](=O)[O-])cc2Cl)c1,11.0,-12.9,-0.2,16.4,-7.3,1.7,-10.6,-6.8,-1.9,10.2
Cc1cc2c(nc1C)CCCN2S(=O)(=O)c1ccc(C(F)(F)F)cc1,-0.6,0.1,0.4,-3.7,-1.1,nt,-7.2,0.4,0.5,10.2
CCOC(=O)C1=C(C)C(c2ccc(OC)cc2)NC(=O)N1 (configuration not stated),-1.7,5.7,0.1,-0.1,-2.9,-1.3,4.2,1.3,-1.1,-7.7
